From PubChem BioAssay
HT1080NT lethal – kills 2HG-producing HT-1080-NT fibrosarcoma cells | AID 686970 | Potency, µM (series often up to 46.1 µM), for the others: top-dose activity, negative = less viability, most hits filed as cytotoxic | HT-1080-NT fibrosarcoma viability, CellTiter-Glo ATP luminescence, 48 h | hit rate 1.6% among 360,000;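 further: NT is the 2HG producing partner of a matched IDH1 knockdown line; 0% = DMSO-treated cells and -100% = media-only wells without cells; nearly all actives have a fitted effect of over 55% in size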
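Read-out is CellTiter-Glo luminescence after 10 minutes at room temperature, following 48 hours' compound treatment of HT-1080-NT cells (750 cells/well, RPMI, 5% FBS, 37 degrees C).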
HT1080 IDH1KD tx – kills HT-1080 cells with IDH1 knockdown; HT-1080 IDH1 knockdown viability, ATP luminescence, 48 h; Potency, µM (titrated, usually from 46.1 µM), for the others: at the top dose activity, negative = toxicity, usual class: cytotoxic; hit rate 2% among 360,000; AID 686971;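 further: 0% = DMSO wells and -100% = cell-free medium wells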
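Using the IDH1-knockdown HT-1080 line run in the same batch and compound series as the NT line, viability after 48 h at 37 °C was determined by CellTiter-Glo luminescence and expressed as % activity.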
GLP1R inv ag – acts as inverse agonist at human GLP-1 receptor. HEK293 GLP-1R CRE-luciferase, luminescence, 24 h; GLP-1R form is constitutively active. hit rate 1.6% among 410,000. AID 624417. P43220. Potency, µM (highest dose often 38.3 µM), inactives show at the top dose activity change, negative = inhibition, hits mostly inhibitors; further: on the % scale 0 is the no-effect control and ±100 the full control effect; nearly all actives have a fitted effect of over 55% in size
Target sequence (P43220 whole entry, looked up): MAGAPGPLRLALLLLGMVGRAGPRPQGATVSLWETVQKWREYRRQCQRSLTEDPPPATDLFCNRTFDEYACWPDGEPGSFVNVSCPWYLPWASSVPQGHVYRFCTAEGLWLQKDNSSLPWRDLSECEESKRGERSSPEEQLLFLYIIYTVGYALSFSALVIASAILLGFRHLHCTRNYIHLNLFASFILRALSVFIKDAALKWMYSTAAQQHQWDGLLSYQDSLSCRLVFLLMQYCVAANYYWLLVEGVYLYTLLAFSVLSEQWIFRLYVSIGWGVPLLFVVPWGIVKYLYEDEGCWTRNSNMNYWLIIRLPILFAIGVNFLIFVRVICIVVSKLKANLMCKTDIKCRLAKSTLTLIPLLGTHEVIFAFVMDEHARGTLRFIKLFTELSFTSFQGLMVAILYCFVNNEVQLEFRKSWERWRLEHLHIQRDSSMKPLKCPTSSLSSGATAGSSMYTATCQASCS
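Seeding at 200 cells/uL, 12 h culture, 24 hr compound treatment, then luciferase reagent and a luminescence read; cells are HEK293 stably expressing a constitutively active GLP-1R plus cAMP-responsive luciferase.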
SW480 rerep – induces DNA re-replication in SW480 colon adenocarcinoma cells | SW480 DNA re-replication, Hoechst DNA content imaging, 48 h | Potency, µM (top dose mostly 46.1 µM), inactives show top-dose re-replication activation, usual class: activators | hit rate 1.8% among 340,000 | AID 624297; further: % of control where 0% means no effect; nearly all actives have a fitted effect of over 55% in size
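First, 250 cells per well were seeded. Next, compound or vehicle (23 nL) was pinned in, plates sat 48 hr at 37 C. Finally Hoechst was added for 40 min before fluorescence scanning.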
GLP1R ag – GLP-1 receptor (human) agonism. AID 624172. P43220. hit rate 0.007% among 380,000. HEK293 GLP-1R CRE-luciferase, luminescence, 4-6 h; cells express a hypersensitive GLP-1R form. Potency, µM (titrated, usually from 45.6 µM), inactives show top-dose activation, actives largely listed as activators; further: % of control where 0% means no effect
KB-3-1 tox – KB-3-1 parental cell cytotoxicity. hit rate 1.4% among 400,000. KB-3-1 viability, CellTiter-Glo ATP luminescence, 72 h. Potency, µM (highest dose often 46.1 µM), for the others: at the top dose activity change, negative = cytotoxic, most hits filed as cytotoxic. AID 1347075; further: on the % scale 0 is the no-effect control and ±100 the full control effect; nearly all actives have a fitted effect of over 60% in size
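KB-3-1 parental drug-naive adenocarcinoma cells in DMEM/10% FBS, incubated 72 h at 37 C with pin-transferred compounds across a concentration series. Viability by CellTiter-Glo luminescence; concentration-response curves fitted after normalization.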
KB-V1 MDR tox – KB-V1 MDR subline cytotoxicity; Potency, µM (highest dose often 46.1 µM), without a hit: top-dose activity change, negative = cytotoxicity, actives largely listed as cytotoxic; KB-V1 MDR cells viability, CellTiter-Glo, 72 h; hit rate 3.4% among 400,000; further: on the % scale 0 is the no-effect control and ±100 the full control effect; nearly all actives have a fitted effect of over 60% in size
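Cytotoxicity toward P-gp-expressing KB-V1 cells was determined as loss of CellTiter-Glo luminescence after 72 h at 37 degrees C. Compounds were tested in quantitative HTS format across a concentration range, with curves fitted to normalized data.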
GLP1R cytotox – cytotoxicity in counter-screen for GLP-1R inverse agonists; HEK293 cAMP-luciferase reporter cells, luminescence, 24 h; Potency, µM (top dose mostly 38.3 µM), for the others: top-dose activity change, negative = inhibition, actives largely listed as inhibitors; hit rate 0.13% among 410,000; AID 624418;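 further: loss of luciferase light is scored as toxicity; on the % scale 0 is the no-effect control and ±100 the full control effect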
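Quantitative HTS format, 1536 wells, 200 cells/uL seeded. Compounds: 23 nL, 24 h, 37 °C. Detection: luciferase reagent, luminescence at 12 min RT; decreased signal taken as cytotoxic.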
TDP43 rescue – rescues yeast growth from TDP-43 toxicity; TDP-43 expressing yeast growth rescue, BacTiter-Glo, 24 h; Potency, µM (highest dose often 46.1 µM), inactives show top-dose growth rescue (activation), hits mostly activators; hit rate 1.8% among 410,000; AID 652104; further: % of control where 0% means no effect; nearly all actives have a fitted effect of over 50% in size
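Yeast expressing TDP-43 (pregrown in raffinose, seeded at OD600=0.02 in galactose medium) exposed to compounds 24 hr at 30 deg C. Growth read by BacTiter-Glo luminescence; rescue of toxicity appears as increased signal.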
An asterisk follows results filed as active; ? = inconclusive; · = no result given; & = joins results of further samples; [ ] = remark or other dose. The call rests on the fitted dose curve; in most records, active means well fitted curve in the direction sought with a large enough effect; inconclusive means small, poorly fitted or top-dose-only effect, or another doubt; inactive means no such curve, though single readings can be large; an effect the other way counts as inactive or inconclusive. Potency means the concentration at half of the fitted maximal effect. Random draw from the library; any-hit rate near 9.4%.

SMILES	HT1080NT lethal	HT1080 IDH1KD tx	GLP1R inv ag	SW480 rerep	GLP1R ag	KB-3-1 tox	KB-V1 MDR tox	GLP1R cytotox	TDP43 rescue
CN(Cc1ccccc1)C(=O)c1ccc(NC(=O)Cc2cccc([N+](=O)[O-])c2)cc1	-11.0%	-15.0%	?	1.6%	6.9%	4.6%	24.5%	8.8%	1.6%
Nn1c(SCC(=O)Nc2ccc(F)cc2)nnc1-c1cccnc1	11.4%	9.0%	15.0%	-1.0%	0.0%	2.0%	-2.9%	0.0%	24.5%
C[C@@]12CCC3[C@@](CCC4[C@@]3(C)CCC[C@@]4(C)C(=O)NCc3ccccc3)(CC1=O)C2 (stereo partly drawn)	-13.8%	-12.3%	?	3.5%	8.4%	-1.6%	-11.9%	15.8%	8.8%
CCCNC(=O)CC(NS(=O)(=O)c1ccc(Cl)cc1)c1ccco1 (stereo not drawn)	8.0%	14.8%	1.2%	7.0%	-16.4%	2.2%	12.7%	-29.2%	0.0%
O=C(O)CCN(CCC(=O)O)S(=O)(=O)c1ccccc1	3.2%	2.0%	1.5%	-3.8%	0.8%	-3.4%	0.1%	-0.6%	4.5%
Cc1nc2ccccc2nc1SCC(=O)c1ccccc1	1.5%	-6.4%	4.7%	-1.3%	4.1%	?	2.59µM*	1.2%	16.0%
Cc1cccc(O)c1C	-0.3%	?	9.7%	-1.3%	-1.8%	0.0%	-14.1%	1.0%	-8.4%
O=C(CSc1nnc2c(n1)[nH]c1ccc(F)cc12)Nc1ccccc1F	14.8%	1.9%	8.4%	-7.8%	-5.0%	-5.5%	-7.9%	-14.4%	-4.5%
COc1ccc(CN(C(=O)c2ccco2)c2ccc(C)cc2)cc1OC	7.1%	15.4%	-2.0%	3.9%	6.1%	3.0%	-16.8%	3.5%	1.4%
CCn1c(SCc2ccc(F)cc2)nnc1-c1nn(-c2ccccc2)ccc1=O	-2.2%	0.1%	-10.3%	-6.5%	-0.3%	-0.8%	3.4%	21.8%	9.5%
CSc1nc(SCCO)c2sc3nc(-c4ccco4)c4c(c3c2n1)CC(C)(C)OC4	?	?	4.7%	4.9%	7.1%	?	6.4%	4.2%	10.5%
COc1ccccc1-c1coc2cc(OC(=O)N3CCOCC3)ccc2c1=O	-6.1%	-23.8%	?	-3.7%	8.0%	0.0%	7.6%	5.0%	13.4%
CCOC(=O)C1(CCCc2ccccc2)CCN(C(=O)CN2CCOC2=O)CC1	18.0%	13.0%	7.6%	-7.5%	6.4%	12.0%	-27.2%	-19.9%	9.7%
CCOC(=O)C1(CCCc2ccccc2)CCN(C(=O)CCOC)CC1	-9.8%	-7.1%	-17.6%	-8.6%	7.2%	-15.8%	?	-2.5%	24.1%
COC(=O)c1cc(NC(=O)Nc2cccc(Cl)c2)ccc1Cl	12.6µM*	?	?	0.1%	-10.2%	-9.4%	23.1µM*	?	-7.8%
Cc1ccc(SCc2ccc(C(=O)Nc3ccccc3C(=O)NC(C)C)cc2)cc1	-2.9%	-0.2%	-3.0%	-1.7%	0.2%	2.8%	0.0%	0.0%	-7.6%
CN(C(=O)Nc1cnc2ccccc2c1)c1ccccc1	25.7%	21.8%	11.3%	0.6%	10.2%	4.0%	2.9%	0.6%	-27.3%
CCN1C(=O)/C(=C2/C=Cc3ccccc3N2C)OC1=S	28.1%	19.1%	50.4%[activator]	9.5%	-6.4%	-4.9%	-11.5%	4.1%	-1.4%
O=C(CSc1nc(-c2ccccc2)c(-c2ccccc2)[nH]1)Nc1ccc2c(c1)OCO2	?	?	15.6%	?	-9.5%	?	?	?	6.1%
CCOC(=O)C1=C(c2ccccc2)N=C2SCC(=O)N2C1c1ccc(O)c(OC)c1 (stereo not drawn)	-0.2%	1.6%	1.3%	-0.4%	-2.9%	-7.1%	5.1%	6.0%	-11.9%
CCn1c(SCC(=O)NC2CC2)nnc1-c1ccccc1OC	1.0%	-7.1%	25.6%	-5.9%	1.0%	-6.5%	-19.2%	?	21.5%
Nc1cccc2cnccc12	-1.5%	13.3%	0.9%	-7.3%	-2.4%	2.6%	0.7%	10.6%	-4.9%
O=S(=O)(c1cccc2nsnc12)N1CCc2ccccc21	1.6%	-28.6%	8.1%	-11.8%	5.8%	-11.1%	0.0%	7.3%	11.7%
Cn1c(N)c(C(=O)COC(=O)c2ccc(Cl)c(S(=O)(=O)N3CCCCC3)c2)c(=O)n(C)c1=O	-2.5%	8.3%	66.8%[activator]	22.1%	15.1%	20.5%	20.6µM*	3.3%	13.3%
O=C(c1ccoc1)N1CCC(CO)(CCc2ccccc2)CC1	11.0%	12.2%	-14.0%	9.9%[1.84 µM]	2.0%	5.5%	-15.0%	-10.3%	·
Cc1cc(CNC(=O)C2(C(F)(F)F)C/C(=C\CCO)CCCO2)nn1C (stereo not drawn)	1.8%	0.3%	19.5%	10.0%	-4.7%	0.0%	-0.7%	5.3%	17.3%
Cc1nn(-c2ccccc2)c(C)c1/C=N\N1CCN(c2ccc(Cl)cc2)CC1	11.9%	14.0%	-23.9%	-5.8%	-10.5%	?	?	-19.1%	-5.4%
O=C(/C=C/[C@H]1O[C@@H](n2cnc3c(NC(=O)c4ccccc4)ncnc32)[C@H](O)[C@@H]1O)NCc1cccc2ccccc12	3.2%	0.0%	18.6%	·	0.2%	0.1%	21.9%	-13.6%	28.9%
Cc1c(C(=O)C(=O)N2CCN(Cc3ccc4c(c3)OCO4)CC2)c2ccccc2n1C	10.8%	7.9%	19.3%	-7.0%	?	2.3%	-1.0%	5.4%	13.6%
Cn1c(=O)oc2cc(S(=O)(=O)N3CCC(C(=O)NCc4ccc(F)cc4)CC3)ccc21	11.4%	0.2%	-5.2%&-17.0%	-9.0%	1.0%&6.6%	5.5%&9.7%	?	-4.9%&3.9%	6.8%&13.2%

The closing three records of the part before open the next one.
SMILES	HT1080NT lethal	HT1080 IDH1KD tx	GLP1R inv ag	SW480 rerep	GLP1R ag	KB-3-1 tox	KB-V1 MDR tox	GLP1R cytotox	TDP43 rescue
O=C(/C=C/[C@H]1O[C@@H](n2cnc3c(NC(=O)c4ccccc4)ncnc32)[C@H](O)[C@@H]1O)NCc1cccc2ccccc12	3.2%	0.0%	18.6%	·	0.2%	0.1%	21.9%	-13.6%	28.9%
Cc1c(C(=O)C(=O)N2CCN(Cc3ccc4c(c3)OCO4)CC2)c2ccccc2n1C	10.8%	7.9%	19.3%	-7.0%	?	2.3%	-1.0%	5.4%	13.6%
Cn1c(=O)oc2cc(S(=O)(=O)N3CCC(C(=O)NCc4ccc(F)cc4)CC3)ccc21	11.4%	0.2%	-5.2%&-17.0%	-9.0%	1.0%&6.6%	5.5%&9.7%	?	-4.9%&3.9%	6.8%&13.2%
COc1cccc(N2CCN(C(=O)c3cc4c(s3)CCCCC4)CC2)c1	-10.4%	4.5%	?	-7.2%	7.2%	?	-15.3%	-18.1%	?
CNc1ncnc2c1ncn2[C@H]1CN(Cc2cccnc2)C[C@@H](CO)O1	29.3%	16.8%	9.6%	·	0.6%	0.0%	3.6%	1.6%	9.6%
COc1ccc(S(=O)(=O)N2CCOCC2)c(Cl)c1Cl	-10.1%	1.2%	30.5%	10.4%	16.2%	9.5%	-25.7%	6.3%	6.0%
Cc1cnc(=O)[nH]c1SCC(=O)Nc1nc2ccccc2s1	·	·	-4.1%	·	0.1%	1.0%	?	4.8%	0.8%
Cc1ccc(CSc2nc(-c3ccccc3C)nc3c2Cc2c(CO)cnc(C)c2O3)cc1	·	·	?	·	·	?	?	-24.7%	?
O=C(COc1ccccc1F)OCc1cc(=O)n2nc(C3CC3)sc2n1	·	·	4.3%	·	·	1.2%	2.6%	-1.7%	2.3%
CN1c2ccccc2C(=O)/C(=C\Nc2ncccn2)S1(=O)=O	18.2%	2.3%	15.6%	?	-2.9%	1.1%	-11.2%	-7.8%	-19.5%
CCCNC(=O)C1(C)CCCN(Cc2noc(-c3c(C)noc3C)n2)C1 (stereo not drawn)	16.4%	8.4%	3.1%	·	-5.6%	-1.1%	-4.4%	-1.8%	11.4%
Cc1ccc2c(c1)nnn2C1CCN(CC(=O)N(c2ccccc2)c2ccccc2)CC1	-24.3%	-3.9%	?	-1.6%	1.5%	?	9.2µM*	-3.7%	-20.1%
COc1cc(C)nc(N2CCCC(C(=O)NC3CCC(C)CC3)C2)n1 (stereo not drawn)	-0.1%	7.5%[9.24 µM]	13.3%	4.3%	-0.3%	1.5%	7.0%	0.1%	-13.2%
COc1ccc(C(=O)C2CCCN(C(=O)c3ccoc3C)C2)cc1F (stereo not drawn)	8.9%	11.2%	-7.8%	26.3%	12.0%	-0.9%	-14.8%	5.1%	6.3%
CCCOC1CCCN(C(=O)c2ccc(OC3CCN(Cc4ccccn4)CC3)cc2)C1 (stereo not drawn)	-10.8%	1.6%	-66.5%	-3.5%	4.2%	-9.8%	0.0%	-16.5%	-6.7%
O=C(Cc1ccc(Cl)cc1)NNC(=O)Nc1cccc2ccccc12	-3.4%	-11.0%	-22.0%	0.6%	-36.7%[inhibitor]	11.7%	27.7%	2.9%	17.6%
COc1ccc(Cl)cc1S(=O)(=O)N1CCC(C(=O)NCCc2ccccc2)CC1	7.6%	1.0%	?	-4.4%	24.5%	3.5%	-6.6%	-7.4%	-3.4%
COc1ccc(Nc2ncnc3c2c(C)c(C)n3CCCN(C)C)cc1	-3.7%	-24.2%	11.2µM*	-2.5%	6.9%	1.9%	-0.6%	-9.7%	-4.5%
CCN(CC(=O)NCCc1ccc(F)cc1)Cc1nc2ccccc2c(=O)[nH]1	27.7%	-0.5%	-15.6%	7.6%	-2.6%	6.2%	?	-25.0%	-6.6%
Cc1cc(C)n(CC(=O)NC2CCCc3c2cnn3-c2ccccc2F)n1 (stereo not drawn)	-4.3%	-18.6%	-8.4%	14.4%	-0.7%	-1.4%	0.0%	-0.5%	-16.2%
COc1ccc(-c2nc(CCl)cs2)cc1OC	2.2%	-0.2%	105.5%[activator]	-4.7%	24.4%	3.1%	?	9.4%	7.1%
